Tn6 DDE FP: DD(E)-Tn6 binding inhibition, primary FP screen | Fibrin DD(E) TRITC-Tn6 fluorescence polarization displacement | inhibition, % at 8.3 µM | hit rate 0.21% among 370,000 | AID 720509;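 active means inhibition above a per-campaign cutoff: mean of compounds within control limits plus 3 SD, cut at about 15% in these data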;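 further: 0% = median of all compound wells on the plate and 100% = blocking peptide control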
ARFGAP1 inhibitor: inhibitors of rat ARFGAP1; Q62848; Arfgap1-stimulated ARF1 GTP hydrolysis, GDP FP detection; inhibition, % at 16.5 µM; hit rate 0.26% among 360,000; AID 651572;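 active means inhibition above a per-plate limit, mean inhibition of low control wells plus 3 SD, cut at about 25% in these data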;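 further: 0% = DMSO wells with enzyme and 100% = wells lacking Arfgap1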
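Material: rat Arfgap1 GAP domain (His6, aa 1-136), purified enzyme. Also added: human ARF1(Δ1-17)-GTP substrate. Compound dosing: 16.5 µM single point, 1.26% DMSO. Timing: enzyme reaction 120 min at 25 °C after 20 min preincubation. Signal: GDP detection by fluorescence polarization. Read-out basis: percent inhibition of GAP-stimulated GDP formation, scaled between DMSO and no-Arfgap1 medians.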
HGIII-sPLA2 inh: Blocks human group III sPLA2 activity | QFRET BODIPY PC-A2 liposome hydrolysis, fluorescence | hit rate 0.56% among 370,000 | Q9NZ20 | AID 743126 | inhibition, % at 12.2 µM;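 active means inhibition above mean plus 3 SD of compounds lying within the high and low control bounds, cut at about 19% in these data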;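 further: 0% = median of test compound wells and 100% = no enzyme DMSO wells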
Target sequence (Q9NZ20 whole entry, looked up): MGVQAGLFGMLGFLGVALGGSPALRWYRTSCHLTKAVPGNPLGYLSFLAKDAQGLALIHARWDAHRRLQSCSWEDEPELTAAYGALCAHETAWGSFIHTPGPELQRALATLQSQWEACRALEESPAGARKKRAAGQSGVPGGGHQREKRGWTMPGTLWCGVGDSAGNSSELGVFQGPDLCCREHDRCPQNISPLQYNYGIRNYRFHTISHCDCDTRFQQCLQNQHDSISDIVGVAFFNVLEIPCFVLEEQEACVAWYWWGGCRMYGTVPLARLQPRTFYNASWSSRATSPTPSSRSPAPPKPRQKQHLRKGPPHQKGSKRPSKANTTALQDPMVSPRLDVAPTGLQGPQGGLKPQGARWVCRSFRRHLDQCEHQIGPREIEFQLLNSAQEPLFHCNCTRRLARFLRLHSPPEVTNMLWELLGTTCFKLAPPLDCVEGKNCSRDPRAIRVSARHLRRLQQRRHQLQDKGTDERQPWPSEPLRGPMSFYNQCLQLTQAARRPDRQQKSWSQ
NR1D1 modulator: Rev-erb alpha (human) modulation; AID 1259318; activity, % at 10 µM; P20393; Rev-erbα–FITC-DNA binding, fluorescence polarization, 90 min; hit rate 0.79% among 370,000;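 active means activity above about 14%, limit read from the data; passing the limit was not always enough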;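 further: 0% = DMSO wells with 35 nM protein and 100% = DMSO wells with 750 nM protein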
Target sequence (P20393 whole entry, looked up): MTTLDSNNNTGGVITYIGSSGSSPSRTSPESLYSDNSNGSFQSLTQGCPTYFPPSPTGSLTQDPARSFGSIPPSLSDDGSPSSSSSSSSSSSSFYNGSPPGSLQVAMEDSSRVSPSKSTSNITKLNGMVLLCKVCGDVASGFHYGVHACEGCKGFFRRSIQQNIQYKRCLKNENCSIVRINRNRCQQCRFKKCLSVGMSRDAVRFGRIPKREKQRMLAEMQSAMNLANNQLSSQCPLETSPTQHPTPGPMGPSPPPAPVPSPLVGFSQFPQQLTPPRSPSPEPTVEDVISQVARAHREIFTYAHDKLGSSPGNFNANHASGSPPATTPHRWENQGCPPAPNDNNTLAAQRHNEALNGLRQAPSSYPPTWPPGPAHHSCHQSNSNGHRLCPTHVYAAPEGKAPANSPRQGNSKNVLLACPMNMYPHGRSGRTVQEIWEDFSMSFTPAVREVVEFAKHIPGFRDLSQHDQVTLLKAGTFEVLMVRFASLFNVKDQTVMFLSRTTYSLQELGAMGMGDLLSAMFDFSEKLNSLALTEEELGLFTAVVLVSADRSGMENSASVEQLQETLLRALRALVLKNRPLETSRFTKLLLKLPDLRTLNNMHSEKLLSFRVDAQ
UHRF1 binding: UHRF1 methyl-DNA binding inhibition; UHRF1 binding to methylated oligo, TR-FRET; inhibition, % at 4.4 µM; hit rate 0.75% among 370,000; in the data active means inhibition above about 21%;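 further: UHRF1 SRA domain binding a hemimethylated CpG hairpin DNA probe; 0% = median of test compound wells and 100% = reference inhibitor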
ASAP1 GAP inh: inhibitors of human ASAP1 ArfGAP activity | ASAP1-stimulated ARF1 GTP hydrolysis, GDP FP detection | inhibition, % at 16.5 µM | hit rate 0.19% among 360,000; in the data active means inhibition above about 25%;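 further: 0% = vehicle with enzyme and substrate and 100% = no enzyme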
Tn7 DDE FP: disrupts Tn7 cyclic peptide binding to fibrin D-Dimer-E complex; P02675; FP displacement of FITC-Tn7 peptide from fibrin DD(E); 0% = median of compound wells per plate; inhibition, % at 8.3 µM; hit rate 0.13% among 370,000;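 active means inhibition above the mean of compounds falling within the control limits plus 3 SD of them, cut at about 14% in these data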;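 further: 0% = plate median of compound wells and 100% = 10 µM Aha-Tn7 peptide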
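Assay system: Fibrin-DD(E) protein isolated from polymerized human fibrin clots; read-out basis: percent inhibition; medium: Tris/NaCl/CaCl2 buffer, pH 7.8; signal: FP measurement; incubation: 10 min plus 3 h, room temperature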
KLK7 zymogen act: activates the human kallikrein-7 zymogen; P49862; activation, % at 7 µM; purified proKLK7, EDANS-DABCYL substrate fluorescence; 100% is mature enzyme control, 0% vehicle; hit rate 0.9% among 370,000;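 active means activation above the mean of all tested compounds plus 3 SD, computed per campaign excluding outliers beyond control limits, cut at about 13% in these data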
PLCg1 inh: inhibitors of human phospholipase C gamma1; P19174; inhibition, % at 12.2 µM; purified PLC-gamma1, fluorogenic substrate, fluorescence; hit rate 0.84% among 370,000; in the data active means inhibition above about 9.5%
PLC-beta3 inh: blocks human PLC-beta3 enzyme activity; Q01970; Purified PLC-beta3, fluorogenic substrate, fluorescence; inhibition, % at 12.2 µM; hit rate 0.18% among 370,000; in the data active means inhibition above about 11%;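 further: 0% = median of compound wells on plate and 100% = full blocker control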
Numbers without * were called inactive; i = inactive; nt = no result given.

PLC-beta3 inh | HGIII-sPLA2 inh | KLK7 zymogen act | ASAP1 GAP inh | PLCg1 inh | Tn7 DDE FP | UHRF1 binding | Tn6 DDE FP | NR1D1 modulator | ARFGAP1 inhibitor | Compound
-5 | -3 | -0.1 | 5 | 0 | 2 | -4 | -1 | 5 | 7 | C/C(=N/NC(=O)CNC(=O)/C=C/c1ccccc1)c1ccco1
14* | 2 | 0.3 | 0 | 9 | -7 | 3 | 4 | -6 | 2 | Oc1ccc(C[C@@H]2CNCCN2CCCCC2CCCCC2)cc1
i | 10 | 12 | 6 | -484 | -1 | -1 | 6 | 4 | 11 | Cc1cccn2c(=O)c3cc(C#N)c(=N)n(CCCN4CCOCC4)c3nc12
-11 | 4 | 0.7 | 21 | -7 | 0 | -2 | -2 | 4 | -4 | COc1ccc(C(=O)c2ccc3oc(-c4ccc(OC)cc4)c(C#CCCO)c3c2)cc1
-4 | 16 | -0.3 | 10 | 2 | 3 | 4 | -2 | -4 | -4 | Cc1ccc(-n2ncc3c(=O)[nH]c(SCC(=O)N4CCC(C)CC4)nc32)cc1C
2 | 3 | -0.5 | -11 | -2 | 6 | -1 | 4 | -3 | -1 | COC(=O)C1=NN(c2ccc(C)cc2)C2(S1)SC(C(C)=O)=C(C)N2c1ccccc1 (centres undefined)
-38 | -30 | -2.6 | -6 | -30 | 3 | 1 | -7 | 6 | -3 | CCOC(=O)C1=C(c2ccccc2)NC(SCC(=O)Nc2ccccc2C)=C(C#N)C1c1ccco1 (centres undefined)
-1 | 2 | -0.7 | -2 | 1 | 1 | 4 | -1 | -3 | -1 | O=C(CNC(=O)Cc1ccccc1)NCC(=O)OCC(=O)c1ccc(F)cc1
-3 | 4 | 0.3 | 7 | -3 | -9 | -1 | 4 | -2 | 4 | Fc1cccc(-c2c(-c3ccccc3)ncc3cc(F)ccc23)c1
-3 | 9 | -0.9 | -6 | 2 | -3 | 1 | -5 | 3 | 13 | COc1ccc(CNC(=O)Cn2cccc2C(=O)c2ccccc2)cc1
-2 | -25 | -0.7 | 3 | 0 | 0 | -2 | -1 | 0 | 2 | Cc1cc(C)c(C)c(S(=O)(=O)N[C@@H](C)C(=O)OCC(=O)NC2CCCC(C)C2C)c1C (some centres undefined)
-50 | -48 | 2.0 | 8 | -36 | -2 | -1 | -5 | 2 | 2 | O=C(O)CC/C(=C/c1cccc(NC(=O)c2ccccc2Cl)c1)c1nc2ccccc2s1
-2 | -1 | 0.1 | 2 | 1 | -6 | -2 | 2 | -2 | 3 | O=C(N=C1SC2CS(=O)(=O)CC2N1CCc1ccccc1)C1CC1 (centres undefined)
-9 | 28* | 0.2 | -10 | -2 | 6 | 2 | 1 | -1 | -7 | Fc1ccc(-n2c(-c3cc(C4CC4)[nH]n3)n[nH]c2=S)cc1Cl
2 | -10 | 0.4 | 2 | 4 | 0 | 0 | 3 | -1 | -2 | CCCCCCCCN1C(=O)[C@@H](CC(=O)N2CCN(C(=O)c3ccco3)CC2)C[C@@]2(C(=O)OC)C1=C[C@H](C(C)(C)C)O[C@@H]2C
-70 | -8 | -2.3 | -3 | -50 | 4 | -1 | 1 | 1 | -8 | C[C@H](O)[C@@H]1C(=O)N2CCc3c([nH]c4c(-c5ccccc5)cccc34)[C@@H]2C[C@@H]1N(C)C(=O)/C=C/c1ccccc1
-59 | 10 | 1.3 | -16 | -40 | 8 | -1 | -4 | 0 | 8 | COC(=O)/C(C#N)=C/c1c(N2CCN(c3ccccc3)CC2)nc2c(C)cccn2c1=O
1 | 5 | -0.2 | -4 | 1 | 0 | -10 | -5 | 2 | -2 | CNc1ccc(-c2cccc([N+](=O)[O-])c2)cn1
6 | 10 | -0.9 | -15 | 13* | -4 | 2 | 3 | 4 | -7 | COc1ccc(N2CCN(Cc3nc4c(c(=O)n(C)c(=O)n4C)n3CCc3ccccc3)CC2)cc1
-4 | -13 | 0.0 | 10 | -4 | 0 | 0 | -5 | -1 | -5 | COc1ccc(C(=O)NCc2ccc3c(c2)OCO3)cc1S(=O)(=O)N(C)Cc1ccccc1
0 | -3 | 0.1 | -5 | -6 | -2 | 0 | -4 | -7 | 13 | COc1cc(CN2CCC(C(=O)NC3CCCC3)CC2)cc(OC)c1O
-4 | 11 | -0.1 | -3 | 0 | 9 | 1 | 3 | 0 | 1 | CCC(OC(=O)c1ccco1)C(=O)NCc1ccc(OC)cc1 (centres undefined)
-9 | -1 | 0.4 | -12 | 2 | -4 | 0 | -4 | 2 | 16 | CC1CCCC(NC(=O)COC(=O)c2ccc3c(c2)OCCO3)C1C (centres undefined)
-7 | -6 | -0.1 | 7 | -4 | -6 | -3 | -10 | 3 | 16 | CS(=O)(=O)N1CCc2cc(-c3csc(NC(=O)Cc4ccccc4)n3)ccc21
2 | 4 | -0.1 | 4 | 1 | -3 | -2 | 11 | -1 | 5 | N#CC1=C(N)OC2=C(C(=O)CCC2)C1c1cccs1 (centres undefined)
-4 | -5 | -0.1 | nt | 1 | -4 | 1 | 1 | -2 | nt | O=C(CN(CCc1ccccc1)S(=O)(=O)c1ccc(F)cc1)N1CCOCC1
-11 | -49 | -0.2 | 4 | -4 | -4 | 1 | -2 | 1 | -1 | CS(=O)(=O)N(CC(O)CON=C1c2ccccc2-c2ccccc21)c1ccc(F)cc1 (centres undefined)
-7 | -2 | -0.4 | 3 | 0 | 1 | 1 | 10 | 2 | -6 | COc1ccc(F)cc1S(=O)(=O)NCC(=O)NCc1cc(=O)n(C)c(=O)n1C
-9 | 13 | 0.2 | 7 | 2 | 5 | -2 | -12 | 1 | -2 | Cc1cc(NC(=O)CSc2nnc(-c3ccccc3F)n2C)no1
-4 | 11 | 0.0 | 6 | 1 | -7 | 1 | -3 | -1 | 1 | CN(C)c1ccc(Nc2cc(Cl)ncn2)cc1

4 of the entries above in order of the Tn7 DDE FP value, descending:
canonical_smiles	PLC-beta3 inh	HGIII-sPLA2 inh	KLK7 zymogen act	ASAP1 GAP inh	PLCg1 inh	Tn7 DDE FP	UHRF1 binding	Tn6 DDE FP	NR1D1 modulator	ARFGAP1 inhibitor
CCC(OC(=O)c1ccco1)C(=O)NCc1ccc(OC)cc1 (centres undefined)	-4	11	-0.1	-3	0	9	1	3	0	1
C[C@H](O)[C@@H]1C(=O)N2CCc3c([nH]c4c(-c5ccccc5)cccc34)[C@@H]2C[C@@H]1N(C)C(=O)/C=C/c1ccccc1	-70	-8	-2.3	-3	-50	4	-1	1	1	-8
CC1CCCC(NC(=O)COC(=O)c2ccc3c(c2)OCCO3)C1C (centres undefined)	-9	-1	0.4	-12	2	-4	0	-4	2	16
CS(=O)(=O)N1CCc2cc(-c3csc(NC(=O)Cc4ccccc4)n3)ccc21	-7	-6	-0.1	7	-4	-6	-3	-10	3	16

Further entries:
PLC-beta3 inh | HGIII-sPLA2 inh | KLK7 zymogen act | ASAP1 GAP inh | PLCg1 inh | Tn7 DDE FP | UHRF1 binding | Tn6 DDE FP | NR1D1 modulator | ARFGAP1 inhibitor | Compound
4 | 2 | 0.7 | -2 | 1 | -4 | -1 | 1 | 0 | -2 | O=C(NNC(=O)c1ccc([N+](=O)[O-])o1)c1ccccc1
2 | 3 | -0.2 | 0 | 2 | 2 | -1 | -3 | 0 | -12 | CCCN(CCC)C1CC(=O)N(Cc2ccccc2)C1=O (centres undefined)
6 | -13 | 0.6 | 15 | 1 | 19* | -5 | 1 | -1 | 0 | Cc1ccc(C(C(=O)NCC2CCCO2)N(Cc2ccccc2F)C(=O)Cn2nnc(-c3cccs3)n2)cc1 (centres undefined)
-5 | 10 | 0.4 | -8 | 1 | 10 | 2 | 2 | 0 | 3 | Cc1ccc(OCc2ccc(C(=O)NCC3CCCO3)cc2)cc1 (centres undefined)
5 | -5 | -0.1 | -3 | 1 | 5 | 0 | 6 | 2 | 12 | Nc1nnc(SCc2cccc(C(F)(F)F)c2)s1
2 | -6 | 0.0 | nt | 1 | -9 | -1 | -4 | 1 | nt | O=C(CSc1nnc(SCc2cccc3ccccc23)s1)Nc1ccccc1-c1ccccc1
-5 | 11 | -0.5 | 10 | 1 | 5 | 2 | -6 | 4 | -1 | O=C(NC(Sc1ccc(Cl)cc1)C(=O)O)c1ccccc1 (centres undefined)
-5 | -2 | 0.7 | -14 | -1 | 5 | -1 | 0 | -2 | -1 | CCOC(=O)[C@]12CCC=C1N(Cc1ccco1)C(=O)[C@H](CC(=O)NCCCCc1ccccc1)C2
2 | -28 | 0.6 | -2 | 0 | 4 | -2 | 1 | 6 | 3 | OCc1cccc(-c2csc(C(O)(c3ccccc3)C(F)(F)F)n2)c1 (centres undefined)
-4 | 16 | -0.2 | -4 | -2 | 1 | 8 | 0 | -1 | 6 | O=c1c2c(nc3nc(CCc4ccccc4)[nH]n13)CCC2
-115 | 12 | 4.4 | 5 | -107 | 0 | 2 | 7 | 2 | 2 | CCN1CCn2c3c(c4cc(Cl)ccc42)CCCC31 (centres undefined)
0 | -7 | 0.7 | -2 | -1 | 10 | -1 | 8 | -2 | 0 | O=C(COC(=O)c1cccc(Br)c1)NC1CCCCCCC1
1 | -4 | -0.2 | -12 | 0 | 2 | -1 | 5 | -2 | 3 | Cc1ccc(OCc2nnc(SCC(=O)Nc3nccs3)n2-c2ccccc2)cc1C
-33 | 5 | -4.0 | 9 | -30 | -5 | -6 | -1 | -6 | 4 | O=C(N/N=C/c1ccc(N2CCOCC2)s1)c1ccccc1Cl
5 | -3 | 0.0 | nt | 3 | -3 | 0 | -8 | -5 | nt | CCCCNC(=O)C1CCCN1C(=O)Nc1ccc(Cl)cc1 (centres undefined)
1 | 5 | -6.0 | -5 | 2 | -5 | 6 | 3 | 2 | 4 | O=C(O)/C=C/C(=O)Nc1ccccc1-c1ccccc1NC(=O)/C=C/C(=O)O
-29 | -9 | -1.1 | -1 | -21 | -3 | -2 | 6 | 6 | -1 | O=C1OC(c2ccccc2)=C/C1=C/c1cccs1
-26 | -2 | 1.1 | -12 | -14 | 5 | 2 | 8 | 8 | 4 | CC(=O)Nc1ccc(Nc2nnc(-c3ccc(C)c(S(N)(=O)=O)c3)c3ccccc23)cc1
-2 | -4 | -0.2 | -3 | -2 | 0 | 0 | 7 | -1 | 2 | COC(=O)c1cc2n(n1)CCN(Cc1ccccc1Cl)C2=O
-14 | 10 | -0.6 | 8 | 0 | -1 | 3 | -3 | -3 | -4 | O=C(NCc1ccc2c(c1)OCO2)c1cc(Cl)ccc1Cl
2 | 6 | -0.6 | -3 | 0 | 3 | 1 | 8 | 1 | 15 | CCn1c(SC(C)C)nnc1C1CCN(S(=O)(=O)c2ccc(OC)cc2)CC1
6 | -24 | 0.9 | 0 | 7 | 0 | 2 | -1 | -6 | 5 | Cc1ccc([N+](=O)[O-])cc1NC(=O)CCSc1ccc(Cl)cc1
-16 | 9 | 0.5 | -7 | -7 | 7 | 0 | -13 | 1 | 4 | COc1ccc(NC2(c3ccc(Cl)cc3)C(=O)c3ccccc3C2=O)cc1
-1 | -7 | 0.0 | 9 | 1 | 2 | -2 | 1 | -2 | 1 | Cn1nc(-c2ccccc2)cc1NC(=O)C1CCCCC1
-24 | 0 | -0.5 | 1 | -13 | -6 | 0 | 5 | -3 | 9 | CCN(C(=O)c1cnc(NC(C)C)cc1C(F)(F)F)c1ccc(Cl)cc1Cl

Assay outcomes from PubChem.
